SENP1 inh – blocks the human SENP1 SUMO protease catalytic domain; Q9P0U3; inhibition, % at 10 µM; actives 0.21% (n = 360,000); recombinant SENP1 catalytic domain, CyPet-SUMO1-YPet FRET cleavage;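 active means inhibition at least 30% at 10 µM, raw YFP signal under a set limit, fluorescence ratio 0.5 to 1.5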;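 further: 0% = enzyme with DMSO and 100% = no enzyme wells; some results filed as inactive read as strong as hits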
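Material: hSENP1 catalytic domain, recombinant; medium: Tris pH 8 with BME, BSA, NP40 and catalase; compound: single concentration of 10 µM compound, 0.5% DMSO final; technique: FRET read of cyan and yellow fluorescence; timing: 50 min enzyme reaction, room temperature, light-protected; reagent: SFCypet-SUMO1-SFYpet substrate at 25 nM; control set: no-enzyme low, enzyme-DMSO high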
SENP7 inh – SENP7 protease inhibition; recombinant SENP7, Z-RLRGG-aminoluciferin luminescence, 40 min; actives 1.5% (n = 330,000); inhibition, % at 5 µM;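 active means inhibition above about 50% at the single test dose, limit read from the data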;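 further: plate controls were DMSO with enzyme for no effect and no enzyme buffer wells for full effect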
SENP8 block-1 – SENP8 protease inhibition. purified SENP8, Z-RLRGG-aminoluciferin cleavage, luminescence. inhibition, % at 10 µM. actives 1.2% (n = 330,000). AID 2540; in the data active means inhibition above about 50%
UBC13 polyUb – human UBC13 polyubiquitination inhibition; inhibition, % at 20 µM; UBC13 polyubiquitin chain formation, TR-FRET; AID 485273; actives 0.47% (n = 330,000); in the data active means inhibition above about 45%, passing the limit was not always enough
SENP8 block-2 – blocks human SENP8 cleavage of Nedd8 substrate; actives 0.64% (n = 360,000); recombinant SENP8, Nedd8 substrate fluorescence; AID 602440; inhibition, % at 20 µM; Q96LD8; in the data active means inhibition mostly above about 40%, no sharp cut-off; inactive means mostly below about 27%
Apaf1 inhib – inhibitors of human Apaf-1 apoptosome; O14727; reconstituted apoptosome caspase-3 activity, DEVD-Rh110 fluorescence; inhibition, % at 20 µM; actives 0.71% (n = 330,000); active means inhibition of at least 40% at 20 µM;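 further: plate controls were DMSO wells for no effect and DEVD-CHO caspase inhibitor wells for full effect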
Target sequence (O14727 whole entry, looked up): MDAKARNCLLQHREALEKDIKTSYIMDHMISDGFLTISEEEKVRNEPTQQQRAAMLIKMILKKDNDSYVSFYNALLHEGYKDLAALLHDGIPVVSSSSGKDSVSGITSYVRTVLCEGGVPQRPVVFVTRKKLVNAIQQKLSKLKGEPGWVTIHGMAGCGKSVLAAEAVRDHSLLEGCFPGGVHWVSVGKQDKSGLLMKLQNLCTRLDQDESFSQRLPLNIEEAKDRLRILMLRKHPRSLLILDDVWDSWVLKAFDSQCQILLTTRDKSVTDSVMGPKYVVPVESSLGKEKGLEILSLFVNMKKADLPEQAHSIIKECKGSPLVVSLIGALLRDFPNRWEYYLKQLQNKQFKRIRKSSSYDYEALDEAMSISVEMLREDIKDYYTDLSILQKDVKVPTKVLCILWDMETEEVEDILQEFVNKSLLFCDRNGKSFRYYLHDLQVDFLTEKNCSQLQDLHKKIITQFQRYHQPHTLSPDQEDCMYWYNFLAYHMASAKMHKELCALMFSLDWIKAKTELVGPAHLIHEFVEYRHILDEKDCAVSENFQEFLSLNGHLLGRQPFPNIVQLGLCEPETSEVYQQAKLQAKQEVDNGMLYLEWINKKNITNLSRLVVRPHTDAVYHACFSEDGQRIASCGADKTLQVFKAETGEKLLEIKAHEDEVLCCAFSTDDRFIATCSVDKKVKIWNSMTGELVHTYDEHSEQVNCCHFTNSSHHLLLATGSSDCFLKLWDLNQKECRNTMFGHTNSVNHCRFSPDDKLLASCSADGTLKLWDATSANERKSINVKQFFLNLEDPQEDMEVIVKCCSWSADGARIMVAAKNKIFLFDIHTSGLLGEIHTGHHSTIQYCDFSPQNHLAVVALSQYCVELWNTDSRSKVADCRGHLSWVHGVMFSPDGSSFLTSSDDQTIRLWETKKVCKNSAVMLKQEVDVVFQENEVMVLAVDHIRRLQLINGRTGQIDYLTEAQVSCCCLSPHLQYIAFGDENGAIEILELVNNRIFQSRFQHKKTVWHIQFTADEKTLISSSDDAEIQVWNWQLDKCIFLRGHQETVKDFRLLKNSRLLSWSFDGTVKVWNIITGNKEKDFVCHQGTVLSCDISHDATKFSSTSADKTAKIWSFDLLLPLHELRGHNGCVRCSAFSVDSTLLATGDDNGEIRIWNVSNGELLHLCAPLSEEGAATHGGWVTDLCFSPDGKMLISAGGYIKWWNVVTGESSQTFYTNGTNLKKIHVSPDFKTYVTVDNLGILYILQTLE
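Material: reconstituted apoptosome with Apaf-1, cytochrome c, caspase-9, procaspase-3, dATP / Buffer or medium: pH 7.5 Hepes buffer with CHAPS, BSA, DTT / Also added: cytochrome c with DEVD-Rh110 / Schedule: compound with Apaf-1, dATP, procaspase-3 30 min, then 50 min reaction, room temperature / Technique: rhodamine 110 fluorescence at Ex 480/Em 540 nm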
SENP6 block – blocks the human protease SENP6. Q9GZR1. Recombinant SENP6 catalytic domain, aminoluciferin luminescence. inhibition, % at 10 µM. actives 1.8% (n = 330,000). AID 2599;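 active means inhibition above about 50% at the single tested dose, limit read from the data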;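 further: plate controls were DMSO wells with enzyme for no effect and DMSO wells lacking enzyme for full effect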
APOBEC3G inh – inhibitors of human APOBEC3G DNA deaminase | Q9HC16 | recombinant A3G, ssDNA deamination FAM/TAMRA fluorescence | inhibition, % at 20 µM | actives 0.28% (n = 330,000) | AID 493012;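 active means inhibition of at least 40% at 20 µM, with no more than 30% in the related APOBEC3A deaminase screen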;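 further: plate controls were DMSO wells with A3G for no effect and wells lacking A3G enzyme for full effect; some compounds called inactive have numbers as strong as hits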
* = called active by the depositor; . = not tested or not shown.

SMILES	SENP1 inh	SENP7 inh	SENP8 block-1	UBC13 polyUb	SENP8 block-2	Apaf1 inhib	SENP6 block	APOBEC3G inh
Cc1nnc(SCc2cccc(Cl)c2)n(N)c1=O	-1	7	-2	-13	13	-4	-23	-5
Nc1nc2n(n1)C(=O)CC(c1ccccc1[N+](=O)[O-])N2 (configuration not stated)	-2	11	4	6	-116	20	33	-8
O=C1CCC(=O)N1CN(C(=O)c1ccco1)c1ccc(Cl)c(Cl)c1	1	6	-8	9	16	-7	-17	2
COC(=O)[C@H]1C[C@@H]1[C@H](N)c1ccccc1	1	2	10	-4	7	-2	1	0
Cc1c(CC(=O)O)c(=O)oc2c(C)c3occ(-c4ccc(F)cc4)c3cc12	-30	5	0	6	-245	8	6	-4
C=CCN(C(=O)CNS(=O)(=O)c1ccccc1)C(C(=O)NCCOC)c1ccncc1 (configuration not stated)	2	3	-2	5	23	2	1	-2
COC(=O)c1cc(OC)c(OC)cc1NC(=O)CSc1ccccc1	1	-6	-10	2	-70	13	-35	-1
COCCCn1c(SCc2cccc(C(F)(F)F)c2)nc2cc(OC)c(OC)cc2c1=N	-3	0	2	33	-51	11	-2	-4
COc1ccc(-c2nn(-c3ccccc3)cc2C(=O)N(C)CC(=O)Nc2cccc(F)c2)cc1	0	-2	1	4	-5	12	-22	-6
CCC(C)NC(=O)C1CCC(CNS(=O)(=O)c2ccc3c(c2)CC(C)N3C(C)=O)CC1 (configuration not stated)	0	27	-3	6	6	-13	1	-6
COC(=O)[C@]1(C)N[C@H](c2ccc(-c3ccccc3)cc2)[C@@H]2C(=O)N(C)C(=O)[C@@H]21	2	-12	-5	-3	8	10	-27	5
COc1ccc(S(=O)(=O)N(C)C[C@H]2Oc3c(NS(=O)(=O)c4cn(C)cn4)cccc3C(=O)N([C@H](C)CO)C[C@@H]2C)cc1	0	5	8	4	16	0	-14	-3
O=C(c1cccc(S(=O)(=O)N2CCCCC2)c1)N1CCCCC1	-2	6	1	-4	-6	0	-4	-2
O=C(Cc1cccs1)N1CCC(c2nc3c(nnn3Cc3ccc(F)cc3)c(=O)[nH]2)CC1	0	-12	-4	-4	4	17	9	-11
O=C(COC(=O)COc1cc(Cl)c(Cl)cc1Cl)NC1CC1	7	-1	3	-6	10	-9	4	-4
CN(C)/C=N/c1cc(=O)[nH]c(=O)n1Cc1ccccc1	3	-8	1	-2	8	2	-4	-7
Cc1ccccc1OCCn1cnc2c(N)ncnc21	2	2	0	10	21	-15	7	-2
Cc1cc(C)c2nncn2n1	0	5	-2	9	9	-18	2	-4
C[C@@H](N)C(=O)NC[C@H]1O[C@@H](n2cnc3c(N)ncnc32)[C@H](O)[C@@H]1O	-1	0	.	.	0	5	.	-5
O=C(NC1CCCCCC1)c1ccc(CS(=O)Cc2cccc(Cl)c2)o1 (configuration not stated)	0	0	6	4	7	2	-8	-8
O=C(N/N=C/c1ccc2c(c1)OCO2)c1cccc(NC(=O)c2ccccc2Cl)c1	3	-7	-2	-3	-104	9	-7	-9
Cc1ccc(N(C(=O)CNC(=O)c2ccco2)C(C(=O)NC2CCCCC2)c2cccnc2)cc1C (configuration not stated)	1	6	-4	2	18	-5	2	-11
O=C(CCNS(=O)(=O)c1cccc2nsnc12)NCc1ccc(F)cc1	4	-3	0	5	17	-5	-4	-4
COCCn1nnnc1SCC(=O)NCc1ccc2c(c1)OCO2	1	-12	-7	-8	4	-2	-9	-2
Cc1ccc(CSCc2ccc(C(=O)NCC3CCCO3)o2)cc1 (configuration not stated)	1	3	2	5	7	-9	4	-3
C/C(=C\C(=S)Nc1ccccc1)Nc1cccc2ccccc12	-1	41	71*	-34	-385	97*	83*	0
NC(=O)COC(=O)/C=C/c1ccccc1[N+](=O)[O-]	4	-6	-7	13	9	-12	-24	-13
COc1cc(CN2CC(C)OC(C)C2)cc(OC)c1 (configuration not stated)	5	5	-3	5	11	-20	-5	-9
O=C(NCCc1ccc(Cl)cc1)c1ccc(CS(=O)Cc2ccc(Cl)cc2)o1 (configuration not stated)	-1	9	0	2	16	6	12	-7
CCCCCCC(=O)NN1CCN(C)CC1	0	2	-4	-6	17	-7	9	0
CN1N=C(C(=O)NC2CCCc3c2cnn3-c2ccc(F)cc2F)CCC1=O (configuration not stated)	-2	6	10	3	-7	3	0	-7
O=C(NCC(F)(F)F)Nc1cccnc1	1	10	-11	-6	19	-2	0	-4
Cc1ccc(S(=O)(=O)N2CCN(C(=O)COC(=O)c3cncc(Br)c3)CC2)c(C)c1	-1	8	9	-5	16	14	4	12
CCCc1cc(=O)oc2cc(C)cc(OC(C)C(=O)NCCCN3CCOCC3)c12 (configuration not stated)	2	-2	15	2	-330	12	11	-2
COc1ccc(NC(=O)Cn2nnc(C(N)=O)c2N)c(OC)c1	3	16	2	0	6	6	-6	0
Cc1cc(NC(=O)CSc2nnc(-c3cccnc3)n2C)no1	3	0	-1	5	16	0	12	-2
COc1ccc(NC(=O)CSc2nnc(-c3ccccc3C)n2N)cc1	5	-2	-14	25	5	5	-2	-4
O=C(c1ccc(NC(=S)Nc2ccc(F)cc2F)cc1)N1CCOCC1	1	-1	-5	-18	7	6	5	-2
CCOC(=O)N1CCc2c(sc3nc4n(c(=O)c23)N=C(C)CS4)C1	-10	5	-1	23	-299	7	-7	1
CCN1CCN(c2nc(-c3ccccc3Cl)nc3ccccc23)CC1	0	1	6	-6	4	-1	-2	44*

An excerpt from above in order of number of heavy atoms, smallest number first.
SMILES	SENP1 inh	SENP7 inh	SENP8 block-1	UBC13 polyUb	SENP8 block-2	Apaf1 inhib	SENP6 block	APOBEC3G inh
O=C(NCC(F)(F)F)Nc1cccnc1	1	10	-11	-6	19	-2	0	-4
CCCCCCC(=O)NN1CCN(C)CC1	0	2	-4	-6	17	-7	9	0
NC(=O)COC(=O)/C=C/c1ccccc1[N+](=O)[O-]	4	-6	-7	13	9	-12	-24	-13
COc1cc(CN2CC(C)OC(C)C2)cc(OC)c1 (configuration not stated)	5	5	-3	5	11	-20	-5	-9
C/C(=C\C(=S)Nc1ccccc1)Nc1cccc2ccccc12	-1	41	71*	-34	-385	97*	83*	0
Cc1ccc(CSCc2ccc(C(=O)NCC3CCCO3)o2)cc1 (configuration not stated)	1	3	2	5	7	-9	4	-3
CCN1CCN(c2nc(-c3ccccc3Cl)nc3ccccc23)CC1	0	1	6	-6	4	-1	-2	44*
COc1ccc(NC(=O)CSc2nnc(-c3ccccc3C)n2N)cc1	5	-2	-14	25	5	5	-2	-4
CN1N=C(C(=O)NC2CCCc3c2cnn3-c2ccc(F)cc2F)CCC1=O (configuration not stated)	-2	6	10	3	-7	3	0	-7
O=C(N/N=C/c1ccc2c(c1)OCO2)c1cccc(NC(=O)c2ccccc2Cl)c1	3	-7	-2	-3	-104	9	-7	-9
Cc1ccc(N(C(=O)CNC(=O)c2ccco2)C(C(=O)NC2CCCCC2)c2cccnc2)cc1C (configuration not stated)	1	6	-4	2	18	-5	2	-11

(listing goes on)
SMILES	SENP1 inh	SENP7 inh	SENP8 block-1	UBC13 polyUb	SENP8 block-2	Apaf1 inhib	SENP6 block	APOBEC3G inh
Cc1occc1-c1nnc(SC(C)C(=O)Nc2ccccc2F)o1 (configuration not stated)	0	4	9	1	14	-5	-13	-4
Cc1ccccc1OCC(=O)Nc1ccc2oc(=O)ccc2c1	-1	-18	-8	-7	-209	1	-12	-10
O=C(CSc1ccccn1)Nc1ccc2[nH]c(=O)[nH]c2c1	-52	10	0	-3	-1	4	-7	3
CC1=C(Sc2ccccn2)C(=O)NC(C)(C)C1	-1	3	6	-3	15	4	5	1
COCCCn1cnnc1SC(C)C(=O)Nc1ccc(S(=O)(=O)N2CCOCC2)cc1 (configuration not stated)	1	5	-3	0	17	-6	-6	-3
O=C(Nc1ccccc1F)c1ccc(-n2cncn2)nc1	0	-8	-8	-6	25	3	-9	-3
C/C(=N\NC(N)=S)c1cccnc1	3	-4	-7	-13	32	-9	-17	9
O=C(O)c1cc2c(cc1NC(=O)c1ccccc1OC(F)F)OCCCO2	2	-4	1	-6	-5	7	-6	-3
O=C(Nc1ccc(Oc2ccccc2)cc1)C1CCN(c2ncccn2)CC1	2	5	-3	2	-68	-15	-8	-11
CCNc1nc(-c2cc(C)n(Cc3ccco3)c2C)cs1	17	0	-5	-8	-6	4	-15	18
CC12CC(NC(=O)N1CCc1ccccc1)c1cc(Cl)ccc1O2 (configuration not stated)	1	11	-1	4	10	21	-25	-6
O=C(c1ccccc1)N(Cc1ccccc1)c1ccccn1	0	15	4	0	3	-4	9	-1
CC(=O)NC12CC3CC(C1)CC(C(=O)N1CCN(S(=O)(=O)c4ccccc4[N+](=O)[O-])CC1)(C3)C2	2	8	-7	-4	30	1	-5	-1
CCCCn1c(N)c(N(CC(C)C)C(=O)COc2cc(C)ccc2Cl)c(=O)[nH]c1=O	-1	-4	-9	-6	-2	3	-13	-5
Cc1cccc(CS(=O)(=O)c2ncc(Cl)c(C(=O)NCc3ccccc3)n2)c1	2	-20	-9	3	2	0	1	-6
COc1ccc(NC(=O)[C@@H](NC(N)=O)C(C)C)cc1Cl	5	1	1	-2	8	-6	-15	-8
N=c1c(S(=O)(=O)c2ccc(Br)cc2)cc2c(=O)n3ccccc3nc2n1Cc1ccccc1	-28	3	-5	-7	-176	9	15	-1
COc1ccc(C2C(C#N)=C(N)Oc3cc(C)n(Cc4ccncc4)c(=O)c32)cc1 (configuration not stated)	-20	1	-3	4	-25	-2	-7	-2
O=S(=O)(c1cccc(Cl)c1)N1CCN(S(=O)(=O)c2ccc3c(c2)OCCO3)CC1	1	-2	-5	-10	10	17	-19	-6
Cc1ccc(C(=O)OCC(=O)NCc2cc(C)c(O)c(C)c2)cc1S(=O)(=O)N1CCCCC1	1	-3	8	3	20	-7	14	-2
CSc1ccc(/C=C/C(=O)N2CCCN(C)CC2)cc1	1	7	-3	16	-415	6	-20	-8

Record cards, as listed above.
Cc1ccccc1OCC(=O)Nc1ccc2oc(=O)ccc2c1 as listed: SENP1 inh: -1; SENP7 inh: -18; SENP8 block-1: -8; UBC13 polyUb: -7; SENP8 block-2: -209; Apaf1 inhib: 1; SENP6 block: -12; APOBEC3G inh: -10
CC12CC(NC(=O)N1CCc1ccccc1)c1cc(Cl)ccc1O2 (configuration not stated) as listed: SENP1 inh: 1; SENP7 inh: 11; SENP8 block-1: -1; UBC13 polyUb: 4; SENP8 block-2: 10; Apaf1 inhib: 21; SENP6 block: -25; APOBEC3G inh: -6

Source: PubChem
